# Assay outcomes: PubChem BioAssay, National Center for Advancing Translational Sciences (NCATS)
# HepG2 tox – qHTS for Inhibitors of TGF-b: Cytotox Counterscreen. Potency, µM (titrated, usually from 46.1 µM), without a hit: at the top dose activity change, negative = cytotoxicity, actives largely listed as cytotoxic. HepG2 CAGA-GFP viability, ATP luminescence, 18 h. actives 0.76% (n = 410,000); note: potency is the fitted concentration of half-maximal effect; some results filed as inactive show a strong effect at the top dose
#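 CellTiter-Glo luminescence gave cytotoxicity after 18 hours at 37 degrees C. The cells were HepG2 CAGA-GFP in 1% FBS DMEM, stimulated with 500 pg/mL TGF-beta after compound addition. %Activity was normalised to no-cell wells (complete cell-killing) and DMSO (no toxicity), and curves were fitted and classified.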
# MCF10A rereplic – A quantitative high throughput screen for small molecules that induce DNA re-replication in MCF 10a normal breast cells; MCF 10A DNA re-replication, Hoechst nuclear intensity, 48 h; Potency, µM (doses to about 46.1 µM), for inactives: top-dose activity, positive = re-replication, most hits filed as activators; actives 2.9% (n = 350,000); AID 624296, 2012; note: potency is the fitted concentration of half-maximal effect; % of control where 0% means no effect; nearly all actives have a fitted effect of over 50% in size
# TGFb inhibitor – qHTS for Inhibitors of TGF-b; HepG2 CAGA-GFP TGF-b/SMAD3 reporter, GFP fluorescence, 18 h; TGF-beta stimulated, 500 pg/mL final; Potency, µM (top dose mostly 46.1 µM), for inactives: top-dose activity, negative = inhibition, actives largely listed as inhibitors; actives 1.2% (n = 410,000); AID 588855, 2011; note: potency is the fitted concentration of half-maximal effect; % is set by controls: 0 for no effect and ±100 for the full control effect; nearly all actives have a fitted effect of over 65% in size
#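 Inhibition of TGF-beta-driven CAGA-GFP reporter expression in HEPG2 cells is measured by cellular GFP fluorescence after 18 h stimulation with 500 pg/mL recombinant TGF-beta in 1% FBS medium at 37 degrees C.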
# Nrf2 inh – Nrf2 qHTS screen for inhibitors. AID 504444, 2011. A549 ARE-Fluc reporter, luciferase luminescence, 18-24 h. actives 2.1% (n = 360,000). Potency, µM (doses to about 46 µM), without a hit: at the top dose activity change, negative = inhibition, hits mostly inhibitors; note: potency is the fitted concentration of half-maximal effect; % is set by controls: 0 for no effect and ±100 for the full control effect; nearly all actives have a fitted effect of over 60% in size
#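 Nrf2 function is reported as luminescence of an ARE-controlled luciferase in A549 cells. Compounds were tested at several concentrations, and a CellTiter-Fluor read on the same wells flagged cytotoxicity.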
# S2 tox – Viability Counterscreen for Primary qHTS for Inhibitors of ATXN expression; actives 0.49% (n = 400,000); Potency, µM (highest dose often 56.7 µM), hits mostly cytotoxic; S2 cells (HEK-293 line with an ATXN2-luciferase reporter) viability, CellTiter-Fluor protease fluorescence, 24 h; note: potency is the fitted concentration of half-maximal effect; nearly all actives have a fitted effect of over 40% in size
# ATXN2 expr inh – Primary qHTS for Inhibitors of ATXN expression; actives 0.72% (n = 360,000); HEK-293 ATXN2-luciferase reporter, luminescence, 24 h; Potency, µM (highest dose often 57 µM), for inactives: top-dose activity change, negative = inhibition, actives largely listed as inhibitors; note: potency is the fitted concentration of half-maximal effect; % is set by controls: 0 for no effect and ±100 for the full control effect; nearly all actives have a fitted effect of over 55% in size
#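 qHTS (up to 57 uM final) was run with 24 h compound exposure of reporter cells at 37 °C. Each well was multiplexed: SteadyGlo luminescence measured ATXN2-luciferase expression after a fluorogenic Gly-Phe-AFC viability readout (25 uM final).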
# A549 tox – Nrf2 qHTS screen for inhibitors: counterscreen for cytotoxicity | A549 ARE-Fluc cells, CellTiter-Fluor viability, 18-24 h | Potency, µM (highest dose often 46 µM), without a hit: top-dose activity change, negative = cytotoxicity, usual class: inhibitors | actives 0.16% (n = 390,000); note: potency is the fitted concentration of half-maximal effect; % is set by controls: 0 for no effect and ±100 for the full control effect
#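 A549 ARE_Fluc cells in 5% FBS OPTI-MEM were exposed to compounds in concentration-response for 18-24 h at 37 deg C. Viability was read by CellTiter-Fluor fluorescence (Ex 405/Em 525) after 30 min, before the luciferase read.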
# Nrf2 activator – qHTS of Nrf2 Activators; actives 0.31% (n = 410,000); AID 624171, 2012; AREc32 ARE-luciferase reporter (MCF7-derived line), luminescence, 24 h; Potency, µM (highest dose often 46.1 µM), for inactives: at the top dose activation, hits mostly activators; note: potency is the fitted concentration of half-maximal effect; % of control where 0% means no effect; nearly all actives have a fitted effect of over 65% in size
#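 Each well held 1000 AREc32 cells, which were incubated with compound for 24 hr at 37 deg C after overnight attachment, and ARE reporter activity was quantified by firefly luciferase luminescence.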
# IL-1B inflam inh – qHTS for Inhibitors of Inflammasome Signaling: IL-1-beta AlphaLISA Primary Screen; THP-1 LPS/ATP IL-1B secretion, AlphaLISA, 16 h; active compounds read low; activity change, % at 57.5 µM; actives 4.7% (n = 360,000); AID 743279, 2014; in the data active = activity change below about -50%; inconclusive = mostly about -30% to -49%; note: % is set by controls: 0 for no effect and ±100 for the full control effect
#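 Secreted IL-1B measured by AlphaLISA bead assay after 16 h compound exposure of THP-1 cells; compounds (final up to 57.5 uM) added 1 h before LPS (250 ng/mL) and ATP (1.25 mM) stimulation; lower signal means less secretion.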
# Numbers without * were called inactive; i = inactive; ? = inconclusive; · = not tested or not shown; & = joins results of further samples; [ ] = remark or other dose. Unless noted, calls come from the whole dose curve; as a rule, active = well fitted curve in the direction sought with a large enough effect; inconclusive = small, poorly fitted or top-dose-only effect, or another doubt; inactive = no such curve, though single readings can be large; an effect the other way counts as inactive or inconclusive. Random draw from the library; overall some 8.8% were active at least once.
SMILES,HepG2 tox,MCF10A rereplic,TGFb inhibitor,Nrf2 inh,S2 tox,ATXN2 expr inh,A549 tox,Nrf2 activator,IL-1B inflam inh
CCOc1ccccc1NCc1cc(=O)oc2cc(C)ccc12,-33%,-5%,-1%,13%,i,-9%,-3%,4.4%,6
Cc1sc(-c2ccncc2)nc1OC(=O)c1ccc(F)cc1F,3%,-7%,2%,2%,i,-18%,-4%,-0.4%,5
CCCN(CC(=O)Nc1ccccc1C)C(=O)COc1c(C)cccc1C,4%,-3%,-7%,-10%,?,4%,-12%,-0.3%,-13
Cc1ccc(NC(=O)CC(=O)c2ccc([N+](=O)[O-])cc2)cc1S(=O)(=O)Nc1cccc(Cl)c1,-50%,-7%,?,16µM*,?,?,?,-0.3%,-2
CCn1cc(C(=O)OCC(=O)Nc2ccc(F)cc2F)c(=O)c2ccc(C)nc21,-27%,·,?,-4%,i,2%,14%,-0.3%,·
CNc1nc(NCCOC23CC4CC(CC(C4)C2)C3)nc(OCC(F)(F)F)n1,14%,?,16%,?,i,-15%,-14%,0.2%,·
CCOC(=O)c1cccc(NC(=O)/C=C/c2cccc([N+](=O)[O-])c2)c1,1%,-4%,2%,·,i,-14%,-2%,0.5%,-10
CCC(CC)C(=O)Nc1ccccc1-n1cccc1,5%,-3%,1%,5%,i,-5%,2%,3.9%,19
COc1ccc(NC(=O)Nc2nnc(C)s2)cc1,-3%,·,-1%,11%,?,19%,1%,5.4%,·
CCn1c2ccccc2c2cc(NC(=O)c3cccc([N+](=O)[O-])c3C)ccc21,-11%,18µM*,24%,-3%,?,-15%,-9%,-0.4%,-9
C1CCC(Nc2nc3nonc3nc2N2CCSCC2)C1,14%,5%,-2%,-7%,i,0%,0%,-0.3%,11
COc1ccccc1N1CCN(C(=O)CN(C)S(=O)(=O)c2ccc3c(c2)c(=O)n(C)c(=O)n3C)CC1,-27%,1%,-22%,-22%,i,2%,1%,-0.3%,-13
COCCNc1cc(N)c([N+](=O)[O-])cc1[N+](=O)[O-],-5%,0%,3%,2%,i,-24%,-9%,2.6%,-10
Cc1ccc(C)c(NC(=S)N(C)CCO)c1,-3%,4%,3%,-5%,i,-11%,2%,-0.8%,-8
CCOc1ccc(-c2nnn(CC(=O)NCc3ccc(C)cc3)n2)cc1,-19%,?,4%,1%,i,12%,-4%,-0.1%,33
O=C(Cn1cc2c(n1)CCCCC2)NCc1ccccn1,-5%,-1%,-1%,-4%,i,6%,-2%,0.2%,-1
CC(OC(=O)COc1cccc2c1OC(C)(C)C2)C(=O)Nc1ccc(S(N)(=O)=O)cc1 (stereo unspecified),-6%,-8%,-19%,-2%,i,-10%,-1%,-0.2%,7
NC(=O)CC[C@@H]1NC(=O)[C@@H]2CCCN2C(=O)c2cc([N+](=O)[O-])cc(I)c2NCCC[C@@H](C(N)=O)NC1=O,1%,-4%,-17%,2%,i,-8%,-21%,-1.0%,18
O=C1N[C@H](Cc2ccccc2)COC(=O)[C@@H](Cc2ccc(F)cc2)CC/C=C/C[C@H]1CC(=O)N(CCO)Cc1ccccc1,-6%,?,?,?,?,?,?,-4.2%,?
COc1ccc(-c2nc(-c3cccs3)no2)cc1,-10%,0%,-12%,?,i,?,5%,2.4%,-24
CC1=C(CC(=O)O)c2cc(F)ccc2/C1=C/c1ccc(S(C)=O)cc1 (stereo unspecified),-11%,-42%[inhibitor],5%,?,i,11%,-8%,7.3%,-15
COc1cc2[nH]c(=O)c(C(=O)NCCCN3CCOCC3)c(O)c2cc1OC,0%,25%,1%,4%,i,-9%,8%,0.2%,-5
Cc1ccc2nc(CSc3nnc(NC(=O)CC(C)C)s3)cc(=O)n2c1,-4%,·,-1%,·,·,·,1%,-0.1%,·
CC(=O)Nc1ccc2c(c1)ncn2-c1ccccc1,-20%,-20%,-23%,?,i,-19%,-13%,0.3%,·
CC1(c2cccc(Br)c2)NC(=O)N(CC(=O)NC2CCCCC2)C1=O (stereo unspecified),9%,2%,1%,18%,i,-10%,-1%,0.2%,14
CC(=O)Nc1ccc(S(=O)(=O)NC2(C(F)(F)F)NC(=O)N(c3ccccc3F)C2=O)cc1 (stereo unspecified),18%&-2%,16%,-18%&11%,5%&2%,i,0%&-2%,-3%&3%,-0.6%&4.4%,19
CCCCn1c(O)c(/C=C/C=C/C=Nc2ccccc2)sc1=S,-38%,8%,?,22%,i,-11%,-12%,15%,-7
Cc1cccc(NC(=O)CSc2nc3ccccc3c(=O)n2C)c1,-21%,8%,-15%,12µM*,i,-22%,-5%,0.4%,-71*
CCCCCn1c(=O)[nH]c2cc(C(=O)NCCN(CC)CC)ccc2c1=O,-34%,10%,2%,?,i,-6%,-5%,0.0%,-12
COC(=O)[C@H]1C[C@@]2(O)CN(S(=O)(=O)c3ccc(C)cc3)C[C@@]2(OC(=O)NCC2CCCCC2)C[C@H]1C(=O)OC,-3%,·,1%,·,i,12%,·,2.4%,17
CCOc1ccc(S(=O)(=O)NCCOC)cc1C,0%,-5%,-10%,8%,?,-7%,-7%,-0.6%,-2
CCn1c(SCC(=O)NC2CCCCC2)nnc1-c1ccco1,6%,-22%,0%,-9%,i,10%,1%,-1.6%,13
COc1ccc(C(=O)C(CCC(CNC(C)(C)C)C(=O)c2ccc(OC)cc2)CNC(C)(C)C)cc1 (stereo unspecified),-81%,5.8µM*,7.1µM*,?,?,?,?,?,-101*
Cc1ccc(NC(=O)COC(=O)c2cccnc2Cl)cc1S(=O)(=O)N1CCCCC1,-3%,-2%,0%,-17%,i,-20%,-5%,-0.1%,-6
CCOCCc1nn2c(=O)cc(COC(=O)c3ccccc3NC(=O)c3ccccc3F)nc2s1,3%,·,-6%,·,i,14%,3%,0.4%,·
CCC(CO)Nc1ncnc2c1cnn2-c1ccc(C)cc1 (stereo unspecified),-18%,·,14%,·,i,-12%,-4%,-3.2%,·
Cc1nc2ccccc2n1/C(=N\S(=O)(=O)c1ccccc1)c1ccccc1,1%,-67%[inhibitor],-10%,2%,?,1%,-4%,-0.6%,30
O=[N+]([O-])c1ccc(/C=N/N2CCN(c3ccncc3S(=O)(=O)N3CCCCC3)CC2)cc1,-26%,2%,?,-5%,i,-17%,-1%,-0.1%,14
CC1CC(C)CN(C(=O)COC(=O)CCC(=O)c2cccs2)C1 (stereo unspecified),-8%,-31%[inhibitor],0%,20%,i,3%,14%,2.2%,-4
Cc1cccc(C(=O)N2CCC(n3nnc4cc(F)ccc43)CC2)c1,-6%,2%,-1%,6%,i,?,0%,0.3%,-16
CCCN(CCC)C(=O)c1nn(C)c2c1CSc1ccccc1-2,-30%,·,?,26%,·,·,9%,0.4%,·
O=C(NCc1cccs1)c1cc(-c2ccccc2)nn1CC1CC(c2cccc([N+](=O)[O-])c2)=NO1 (stereo unspecified),9%,-2%,-1%,?,i,-6%,0%,0.2%,-11
CC(=O)c1ccccc1OCc1ccc(S(=O)(=O)Cc2ccccc2)cc1,-14%,3%,?,21µM*,?,-31%,-5%,2.8%,-60*
COc1ccc(C(=O)NCC(c2ccco2)N(C)C)cc1S(=O)(=O)NCc1ccc(Cl)cc1 (stereo unspecified),-13%,4%,-2%,-1%,i,15%,3%,4.1%,3
O=C(C1CCN(S(=O)(=O)c2cccc3cccnc23)CC1)N1CCCC1,-17%,7%,-12%,-25%,i,-5%,1%,-0.8%,-4
COc1ccc(NC(=O)CCC2CCCCC2)cc1S(=O)(=O)N1CCCCC1,-8%,15%,?,?,i,-13%,-11%,2.3%,-20
CCCCn1c(-c2ccncc2)nc2c1c(=O)[nH]c(=O)n2CC(C)C,4%,12%,?,12%,i,-14%,-5%,-0.5%,9
Cc1c(CCC(=O)N[C@@H](C)C(=O)O)c(=O)oc2cc3oc4c(c3cc12)CCCC4,-12%,2%,2%,?,i,·,0%,-3.0%,10
CCN(CC)c1ccc(/C=N/N=C(c2ccccc2)c2ccccc2)c(O)c1,-27%,?,0%,-6%,i,2%,11%,3.2%,-23
COc1ccccc1CNC(=O)c1ccc(N2CCOCC2)c([N+](=O)[O-])c1,-21%,-1%,3%,-18%,i,-5%,1%,-0.3%,-55*

# More structures
SMILES,HepG2 tox,MCF10A rereplic,TGFb inhibitor,Nrf2 inh,S2 tox,ATXN2 expr inh,A549 tox,Nrf2 activator,IL-1B inflam inh
O=C(Nc1nnc(CCN2CCCCC2)s1)c1cccc(Cl)c1,-13%,-5%,?,7%,i,0%,-1%,28%,4
CCOC(=O)/C=C1\SCC(=O)N1CC(=O)c1ccc[nH]1,12%,3%,10%,11%,i,-2%,1%,-0.2%,-6
Cc1c(C(=O)OCC(=O)N(CCC#N)c2ccccc2)oc2c1ccc1ccccc12,0%,21%,-1%,?,i,-22%,-16%,0.4%,-21
CCC(C(=O)NCCc1ccccc1OC)n1nc(C)c2c(C)n(-c3ccccc3)nc2c1=O (stereo unspecified),-17%,12%,-15%,?,·,·,0%,0.7%,-1
O=C(Cc1cccs1)N1CCN=C1SCc1ccc(Br)cc1,-1%,?,-10%,-10%,i,-20%,7%,5.3%,-102*

# Retrieved one by one from the list above (two):
SMILES,HepG2 tox,MCF10A rereplic,TGFb inhibitor,Nrf2 inh,S2 tox,ATXN2 expr inh,A549 tox,Nrf2 activator,IL-1B inflam inh
Cc1ccc2nc(CSc3nnc(NC(=O)CC(C)C)s3)cc(=O)n2c1,-4%,·,-1%,·,·,·,1%,-0.1%,·
CNc1nc(NCCOC23CC4CC(CC(C4)C2)C3)nc(OCC(F)(F)F)n1,14%,?,16%,?,i,-15%,-14%,0.2%,·
